High-throughput results from PubChem.
GalR3 antagonist = GalR3 antagonists in HEK293 cells, primary screen, cell-based, fluorescence readout; Galanin receptor type 3 (Homo sapiens), O60755; HEK293 GalR3-CNG cAMP membrane potential fluorescence; galR3 body fused to GalR1 C-terminus; inhibition, % at 3 µM; 360,000 tested, 0.44% active;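 active means inhibition above the screen-wide average plus 3 SD, cut at about 13% in these data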;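 further: forskolin and galanin both at EC90 stimulate the cells; cAMP rise reported by CNG channel membrane potential dye signal; 0% = forskolin plus galanin with DMSO and 100% = forskolin alone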
MEKK3 PB1 HTS = modulators of MEKK3-MEK5 PB1 binding, primary screen, biochemical, wildtype MEKK3, multiplex bead flow cytometry, Alexa488-MEK5 | bead-based flow cytometry, Alexa488-MEK5 binding to MEKK3; actives lie on both sides; 0 = blocked by unlabeled MEK5, 100 = vehicle | binding response (% of control), % at 10 µM | 290,000 tested, 1.4% active;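 active means binding response more than 3 SD above or below the average of its plate-row segment, actives on both sides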;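 further: Alexa488 bead fluorescence after subtracting the streptavidin-only scavenger bead signal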
CHRM4 PAM = human M4 muscarinic receptor positive allosteric modulators, primary screen, CHO-K1 cells, Fluo-8 calcium fluorescence | Muscarinic acetylcholine receptor M4 (Homo sapiens), P08173 | CHO-K1 hM4/Gqi5, ACh EC20; 0% = ACh EC20, 100% = maximal ACh | activation, % at 3 µM | 360,000 tested, 0.4% active | AID 624126, 2012;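 active means activation above its plate's cutoff, the mean activation of sample wells plus 3 SD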; further: some results filed as inactive read as strong as hits
pCIP destab = p/CIP-EGFP fusion destabilizers, primary screen, fluorescence, F442A cells; Q05BA5; decrease of EGFP signal, % at 10 µM; 290,000 tested, 0.01% active; 16 h;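 active means EGFP signal decrease of at least 30% at 10 µM or well 3 SD below plate mean, unless failing retest; inactive means the rest, including hits failing retest or dose response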; further: some compounds called inactive have numbers as strong as hits; many of its hits are not listed in these tables
CRFR2-BP antag = antagonists of CRF-BP/CRF-R2 complex, primary screen, cell-based, HEK293, calcium dye fluorescence, uHTS; CRF-induced calcium fluorescence; inhibition, % at 11.8 µM; 350,000 tested, 0.59% active; AID 588475, 2011;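 active means inhibition of the ligand-induced calcium signal above about 50% at the single tested concentration, limit read from the data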
CRFR2-BP ag = agonists of CRF-BP/CRF-R2 complex, primary screen, cell-based, HEK293, calcium dye fluorescence, uHTS. activation, % at 13.2 µM. 350,000 tested, 0.46% active. AID 588473, 2011. calcium dye fluorescence (FLIPR); percent of saturating CRF peptide response;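 active means activation of at least 50%, plus an integration ratio under a set limit after plate pattern correction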;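 further: plate controls were neutral control wells without compound for no effect and CRF at EC100 for full effect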
PHOSPHO1 inh = PubChem AID 1565 | recombinant PHOSPHO1, absorbance phosphatase assay | inhibition, % at 13.3 µM | 290,000 tested, 1.1% active; in the data active means inhibition above about 60%
IDE act = human IDE activators in live cells, primary screen, fluorescence polarization, HEK cells, FAbeta-B substrate; 340,000 tested, 0.073% active; activation, % at 5.96 µM; FAbeta-B cleavage; 0% vehicle, 100% cell-free pure enzyme wells; AID 493087, 2011;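 active means activation above the mean of all tested compounds plus 3 SD, set per screening campaign, cut at about 17% in these data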
Target sequence (P14735 whole entry, looked up): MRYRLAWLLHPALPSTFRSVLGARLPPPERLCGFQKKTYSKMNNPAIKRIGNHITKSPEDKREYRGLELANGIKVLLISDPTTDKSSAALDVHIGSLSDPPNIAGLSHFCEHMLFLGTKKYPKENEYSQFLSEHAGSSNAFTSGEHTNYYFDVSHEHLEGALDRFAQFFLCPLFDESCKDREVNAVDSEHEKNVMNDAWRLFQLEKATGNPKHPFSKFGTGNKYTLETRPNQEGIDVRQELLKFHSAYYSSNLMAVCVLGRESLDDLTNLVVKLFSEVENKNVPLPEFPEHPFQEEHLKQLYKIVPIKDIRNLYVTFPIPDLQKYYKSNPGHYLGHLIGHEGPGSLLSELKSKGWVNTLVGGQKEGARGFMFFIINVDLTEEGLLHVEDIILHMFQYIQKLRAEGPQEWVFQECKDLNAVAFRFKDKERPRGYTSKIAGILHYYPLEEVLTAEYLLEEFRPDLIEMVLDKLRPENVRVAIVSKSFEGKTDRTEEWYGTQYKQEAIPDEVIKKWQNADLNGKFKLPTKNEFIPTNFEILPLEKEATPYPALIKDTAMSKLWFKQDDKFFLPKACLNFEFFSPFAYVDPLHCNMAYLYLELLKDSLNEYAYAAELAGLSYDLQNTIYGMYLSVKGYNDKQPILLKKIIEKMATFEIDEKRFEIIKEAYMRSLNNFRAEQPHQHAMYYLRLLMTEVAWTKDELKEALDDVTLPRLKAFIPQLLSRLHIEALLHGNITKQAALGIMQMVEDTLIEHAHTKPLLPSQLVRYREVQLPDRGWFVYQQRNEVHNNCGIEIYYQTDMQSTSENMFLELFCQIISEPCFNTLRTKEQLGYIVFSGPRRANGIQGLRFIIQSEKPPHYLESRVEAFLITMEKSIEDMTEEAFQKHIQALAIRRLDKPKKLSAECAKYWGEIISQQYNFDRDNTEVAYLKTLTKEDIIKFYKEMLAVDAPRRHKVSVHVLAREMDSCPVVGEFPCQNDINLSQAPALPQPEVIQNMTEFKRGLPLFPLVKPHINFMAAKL
IDE inh = human IDE inhibitors in live cells, primary screen, fluorescence polarization, HEK cells, FAbetaB substrate. Insulin-degrading enzyme (Homo sapiens), P14735. AID 434962, 2010. 320,000 tested, 0.41% active. FAbetaB cleavage. inhibition, % at 5.59 µM;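 active means percent inhibition above the average of all tested compounds plus 3 SD, set per screening campaign, cut at about 16% in these data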;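 further: IDE supplied by intact live HEK cells; FP after avidin binding of uncleaved biotin substrate so inhibition keeps polarization high; 0% = DMSO wells and 100% = 60 µM reference IDE inhibitor Ii1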
* = called active by the depositor; · = not tested or not shown.

MEKK3 PB1 HTS	IDE inh	CRFR2-BP ag	CRFR2-BP antag	PHOSPHO1 inh	IDE act	CHRM4 PAM	pCIP destab	GalR3 antagonist	canonical_smiles
100	4	0.7	-3	-5	4	1	10	2	CNS(=O)(=O)c1cccc(C(=O)OCC(=O)Nc2cc(F)ccc2F)c1
105	-1	-0.3	-8	0	4	2	6	-5	COc1ccccc1/C=C/C=N/NC(=O)c1ccncc1
105	·	-0.8	0	44	1	-2	0	-1	O=c1[nH]c(/C=C/c2ccc([N+](=O)[O-])cc2)c([N+](=O)[O-])c(=O)[nH]1
94	4	12	3	20	3	-4	11	1	COC(=O)c1cc(NC(=O)c2ccccc2)c(=O)oc1C/C=N\OCc1ccc(Cl)cc1Cl
94	0	0.8	-20	32	3	-4	-1	-4	COc1ccc(OCc2nnc(NC(=O)Nc3ccc(F)cc3)s2)cc1
·	4	0.1	-4	·	-3	8	·	-7	O=C(Nc1cc(Cl)ccc1N1CCCC1)C1=COCCO1
·	3	47	-20	·	1	3	·	-1	O=C(C[C@@H]1C/C=C/CC[C@@H](Cc2ccc(F)cc2)C(=O)O[C@H](c2ccccc2)CNC1=O)NCCO
91	9	-0.8	-1	-8	2	1	9	-6	COCCn1c(C)cc(C2=NNC(=NC3CC3)SC2)c1C
101	5	-0.6	5	-38	-1	2	6	1	Cc1cccc(NC(=O)CCc2ccc(C)o2)c1
99	-4	4.3	3	19	6	-1	-3	-4	O=C(CNC(=O)c1ccccc1F)c1ccccc1
·	0	-0.3	8	·	-6	5	·	-1	C=C(C)c1ccccc1
99	1	-0.2	1	34	5	5	-1	-9	COc1ccc(/C(C)=N/NC(=O)c2nnn(-c3nonc3N)c2CN(C)c2ccccc2)cc1
97	-1	-1.7	48	17	8	-6	0	-2	COc1ccc(S(=O)(=O)N2CCOCC2)cc1N=Nc1sc(N)nc1-c1ccccc1
100	0	0.2	0	-25	6	4	8	5	Cc1cc(N(C)C)cc(C)[n+]1[O-]
·	5	-1.9	4	·	0	-3	·	3	Cc1cc(NC(=O)c2ccc(C#N)cc2)n(-c2ccccc2)n1
·	·	0.8	-2	·	-2	-3	·	-2	O=C(CN1CCN(C(=O)C2CC2)CC1)Nc1ccc(Cl)cc1F
96	-5	-2.6	-11	4	3	-4	7	-2	COc1ccc(-c2nnc3n(CCc4ccccc4)c(=O)c4ccccc4n23)c(OC)c1
·	4	0.8	13	·	10	-15	·	-6	CC[C@H](C)Cc1cn([C@@H](CCCCNC(=O)OC(C)(C)C)C(=O)NCCCCCCCCCCC(=O)N2CCN(C(=O)OC(C)(C)C)CC2)nn1
104	1	-0.1	10	6	-11	-2	-2	·	Cc1ccc2[nH]c(=O)c3cc(C(=O)N(C)Cc4ccco4)sc3c2c1
106	0	-2.9	10	1	-3	1	-10	-3	COC(=O)[C@H](CC(C)C)NC(=O)Nc1ccc2c(c1)OCCO2
106	11	-0.8	6	28	-1	3	7	-4	O=C(NC(c1ccccc1)c1ccccc1)N1CCOCC1
·	·	0.0	-4	·	·	1	·	-4	COc1cccc(C(=O)c2ccncc2C(=O)O)c1OC
105	1	0.1	3	·	7	2	-8	-9	CN1CCN(C(=O)CNC(=O)Cc2ccc(Cl)cc2)CC1
99	8	-1.9	-34	-14	-3	1	0	-5	COc1cccc(C2=NOC(C(=O)Nc3cccnc3Cl)C2)c1 (stereo unspecified)
102	22*	107*	-51	-6	-19	-12	1	-6	O=C1/C(=C/c2ccc(O)cc2)SC(=S)N1Cc1cccnc1
99	2	-0.5	19	-21	·	8	4	-7	S=c1[nH]nc(-c2ccc(Cl)cc2)n1/N=C/c1cccs1
90	0	-1.0	10	11	-1	-5	-9	-9	CN(Cc1ccccc1)C(=O)c1cccc(N2C(=O)C3CC=CCC3C2=O)c1 (stereo unspecified)
99	1	2.2	-24	16	-3	11	-9	0	COC(=O)C(Cc1ccccc1)NC(=S)NC(=O)c1ccccc1 (stereo unspecified)
94	1	-0.8	-1	-10	2	19	11	-5	O=C(NCc1ccccc1Cl)c1ccc2c(c1)SC1=NS(=O)(=O)CCN12
102	4	0.0	1	26	2	-13	-2	-3	COc1ccc(NC(=O)CCCn2c(=O)[nH]c3ccccc3c2=O)cc1

Record cards, from the list above:
`CC[C@H](C)Cc1cn([C@@H](CCCCNC(=O)OC(C)(C)C)C(=O)NCCCCCCCCCCC(=O)N2CCN(C(=O)OC(C)(C)C)CC2)nn1` in the list: MEKK3 PB1 HTS: ·; IDE inh: 4; CRFR2-BP ag: 0.8; CRFR2-BP antag: 13; PHOSPHO1 inh: ·; IDE act: 10; CHRM4 PAM: -15; pCIP destab: ·; GalR3 antagonist: -6
`Cc1cc(N(C)C)cc(C)[n+]1[O-]` in the list: MEKK3 PB1 HTS: 100; IDE inh: 0; CRFR2-BP ag: 0.2; CRFR2-BP antag: 0; PHOSPHO1 inh: -25; IDE act: 6; CHRM4 PAM: 4; pCIP destab: 8; GalR3 antagonist: 5

Carrying on.
MEKK3 PB1 HTS	IDE inh	CRFR2-BP ag	CRFR2-BP antag	PHOSPHO1 inh	IDE act	CHRM4 PAM	pCIP destab	GalR3 antagonist	canonical_smiles
·	0	1.0	16	·	1	-2	·	-6	O=C(Nc1ccccn1)C1CCN(S(=O)(=O)c2ccc3c(c2)OCCCO3)CC1
97	0	6.7	-2	18	-6	-2	10	-2	COc1cc(/C=N/Nc2ccc(C(=O)O)cc2)ccc1O
105	5	-0.7	9	-4	4	5	-15	-4	O=C(CSCc1ccccc1)Nc1ccc(F)c(F)c1
107	4	0.0	-19	34	5	0	-1	-3	CC(C)(SC(=S)N1CCOCC1)C(=O)O
104	1	-0.6	5	29	5	4	3	-5	CCN(Cc1ccncc1)Cc1ccc(OC)c(OC)c1
99	-1	-0.4	-1	43	5	-3	14	-3	CCn1c(SCC(=O)Nc2cc(C)on2)nc2c(c1=O)SCC2
97	4	-1.5	14	-2	0	3	10	-3	Cc1ccccc1Oc1cccc(C(=O)/C(C#N)=C/N(C)C)c1
104	5	1.4	-20	0	3	9	-4	9	Cc1cc(Oc2ccc(C(C)(C)C)cc2)nc(N2CCOCC2)n1
105	4	-0.2	13	2	0	4	11	-3	CC(/C=C/c1ccc2c(c1)OCO2)=N/NC(=O)c1ccc(C)nc1
106	-1	1.3	7	3	0	9	0	-3	COc1ccc(CC(=O)NCc2ccccc2)cc1
103	3	-1.8	-13	34	-4	2	-6	-6	O=C(Nc1ccc2ccccc2c1)c1cccc(F)c1
99	6	-1.3	10	22	-1	-2	2	4	COc1cc(Cl)ccc1OCc1cc(C(=O)N(C)CCc2cnn(C)c2)no1
·	9	-1.4	13	45	3	6	6	-5	Cc1c(NC(=O)CN2C(=O)c3ccc([N+](=O)[O-])cc3C2=O)c(=O)n(-c2ccccc2)n1C
101	0	-1.8	7	16	-3	-3	-2	-3	COC(=O)c1[nH]c2ccccc2c1NC(=O)c1c(F)cccc1F
102	2	1.0	2	15	3	-17	-8	·	Cc1ccc(C)c(N2CCN(S(=O)(=O)c3ccc4c(c3)NC(=O)CC(=O)N4)CC2)c1
99	0	-1.3	3	-20	3	4	17	0	CCn1cc(S(=O)(=O)N2CCCC2)cn1
84	-3	-1.4	10	27	-3	-2	-8	-1	CCNc1nc(NCC)nc(Oc2ccc(C(=O)OC)cc2)n1
103	5	-1.2	13	·	2	3	·	-3	COc1ccccc1Nc1ncccc1C(=O)O
·	-1	-1.2	-4	·	3	7	·	1	C[C@@H](NC(=O)c1nc[nH]c1C(=O)NCc1ccccc1)c1ccccc1
·	-2	-0.1	1	·	3	10	·	-6	Cc1ccc(S(=O)(=O)Nc2cc3c4c(c2)C(C)C(=O)N4CCC3)cc1 (stereo unspecified)
104	-3	-1.9	-1	13	2	-4	4	4	CCOC(=O)Cc1cc(=O)n2[nH]c(-c3ccc(C)cc3)cc2n1
·	·	3.3	-12	·	3	-10	·	-2	O=C(Cc1ccc(S(=O)(=O)N2CCOCC2)s1)Nc1ccc(Br)c(C(F)(F)F)c1
·	·	0.5	-12	·	·	-5	·	-10	CCOc1ccc(OCCC(=O)OCC(=O)c2c(N)n(CC(C)C)c(=O)n(C)c2=O)cc1
·	5	-3.2	-8	3	-3	5	0	-5	Oc1cccc(-c2nc3ccccc3s2)c1
·	-1	0.0	-22	15	0	-6	10	-1	Cc1cc(C)c2cc(C#N)c(SCC(=O)NCc3ccco3)nc2c1
92	10	-0.3	-10	13	5	1	-16	-8	Cn1c(CNC(=O)c2cccs2)nnc1SCC(=O)Nc1ccccc1

5 structures out of the list, arranged by number of heavy atoms, rising.
MEKK3 PB1 HTS	IDE inh	CRFR2-BP ag	CRFR2-BP antag	PHOSPHO1 inh	IDE act	CHRM4 PAM	pCIP destab	GalR3 antagonist	canonical_smiles
107	4	0.0	-19	34	5	0	-1	-3	CC(C)(SC(=S)N1CCOCC1)C(=O)O
103	3	-1.8	-13	34	-4	2	-6	-6	O=C(Nc1ccc2ccccc2c1)c1cccc(F)c1
97	4	-1.5	14	-2	0	3	10	-3	Cc1ccccc1Oc1cccc(C(=O)/C(C#N)=C/N(C)C)c1
·	-1	0.0	-22	15	0	-6	10	-1	Cc1cc(C)c2cc(C#N)c(SCC(=O)NCc3ccco3)nc2c1
·	·	0.5	-12	·	·	-5	·	-10	CCOc1ccc(OCCC(=O)OCC(=O)c2c(N)n(CC(C)C)c(=O)n(C)c2=O)cc1
